Bioassay records as filed in PubChem BioAssay.
NS5 inhibitors: flavivirus cap methylation enzyme inhibition – biochemical, confirmation dose response, primary screen (AID 588689) | Dengue-2 NS5 methyltransferase capping enzyme assay, biochemical; higher % means a stronger effect | inhibition, % at 25 µM; hits with a dose series show IC50 in µM | hit rate 0.3% among 340,000; in the data active = a potency from the dose series
GPR55 activation: GPR55 agonists via beta-arrestin recruitment, primary screen, imaging, U2OS cells, beta-arrestin-GFP redistribution (AID 1961); U2OS GPR55 beta-arrestin-GFP redistribution imaging; higher % means a stronger effect; hit rate 0.048% among 290,000; activation, % at 10 µM, or EC50 in µM where a hit was titrated;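 active = activation above 40% with more than 50 cells counted in the well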;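 also: U2OS osteosarcoma cells stably expressing GPR55 and beta-arrestin-GFP; plate controls were DMSO negative control for no effect and LPI positive control for full effect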
GPR35 arrestin U2OS: inhibition of zaprinast-stimulated GPR35 beta-arrestin translocation – imaging, U2OS, beta-arrestin-GFP, zaprinast agonist, primary screen (AID 2058); hit rate 0.052% among 290,000; U2OS GPR35 beta-arrestin-GFP translocation imaging, zaprinast antagonism; higher % means a stronger effect; inhibition, % at 10 µM, or IC50 in µM where a hit was titrated;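 active = inhibition of at least 50% with at least 30 cells and total cytoplasm GFP at most 10,000,000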
AID2073: inhibitors of Mint1-CaV2.2 protein interaction, biochemical, HTRF (AID 2073); HTRF protein-protein interaction, Mint1-CaV2.2; higher % means a stronger effect; inhibition, % at 20 µM, or IC50 in µM where a hit was titrated; hit rate 0.19% among 290,000; in the data active = inhibition mostly above about 51%, no sharp cut-off; also: some results filed as inactive read as strong as hits
Yfh1-off respiration: mitochondrial function rescue without frataxin homolog – Friedreich's ataxia, plus single-dose screen, dose response (AID 1465); fold induction at 50 µM, or EC50 in µM where a hit was titrated; S. cerevisiae Yfh1-off respiration, WST-1 reduction, 72 h; higher fold induction means a stronger effect; hit rate 0.074% among 220,000;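 active = fold induction of absorbance versus untreated yeast above a set limit, then at least 30% activation at any dose in follow-up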;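 also: activators that raise dye reduction in frataxin-depleted yeast; strong numbers were not always called active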
GPR55 antagonists: inhibition of LPI-stimulated GPR55 beta-arrestin translocation – imaging, U2OS, beta-arrestin-GFP, LPI agonist, primary screen (AID 2013); hit rate 0.13% among 290,000; inhibition, % at 10 µM; hits with a dose series show IC50 in µM; U2OS GPR55 beta-arrestin-GFP translocation imaging, LPI antagonism; higher % means a stronger effect;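 active = spots per cell inhibited over 60%, with over 100 cells counted and total cytoplasm intensity under 500,000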;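 also: U2OS cells stably carrying GPR55 and arrestin-GFP stimulated by 5 µM LPI near EC80; imaged beta-arrestin-GFP aggregate spots per cell after agonist stimulation; plate controls were LPI-stimulated DMSO wells for no effect and DMSO wells without LPI for full effect; some results filed as inactive read as strong as hits; confirmed hits need IC50 under 10 µM and bright autofluorescent wells are also inconclusive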
MgcRacGAP inhibition: MgcRacGAP GTPase-activating activity inhibitors, confirmation, biochemical, ADP Hunter fluorescence; hit rate 0.6% among 340,000; MgcRacGAP-stimulated Rac1 GTP hydrolysis, ADP Hunter fluorescence; higher % means a stronger effect; GST-tagged Rac1 F28L mutant substrate; inhibition, % at 30 µM; hits with a dose series show IC50 in µM;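 active = first-screen hits whose inhibition reached a set limit at any dose in the follow-up dose series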;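 also: fluorescence reports GDP produced by GAP-driven GTP hydrolysis; strong numbers were not always called active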
SV40 large T antigen: TAg ATPase/helicase activity blockers – biochemical (AID 1903). hit rate 0.39% among 310,000. one-dose inhibition, % at 20 µM; IC50 in µM for titrated hits. SV40 large T antigen ATPase/helicase inhibition assay; higher % means a stronger effect; in the data active = a potency from the dose series; also: strong numbers were not always called active
NTR1 ag: agonists of NTR1, primary screen, imaging, U2OS cells, beta-arrestin-GFP, high content (AID 493036) | P30989 | NTR1-U2OS beta-arrestin-GFP spot imaging, agonist mode | activation, % at 20 µM | hit rate 0.17% among 330,000;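 active = activation at or above 40% of the spot to cytoplasm intensity ratio, with at least 20 cells analyzed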;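 also: 0% = DMSO without peptide and 100% = 100 nM NTR1 peptide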
Target sequence (P30989 whole entry, looked up): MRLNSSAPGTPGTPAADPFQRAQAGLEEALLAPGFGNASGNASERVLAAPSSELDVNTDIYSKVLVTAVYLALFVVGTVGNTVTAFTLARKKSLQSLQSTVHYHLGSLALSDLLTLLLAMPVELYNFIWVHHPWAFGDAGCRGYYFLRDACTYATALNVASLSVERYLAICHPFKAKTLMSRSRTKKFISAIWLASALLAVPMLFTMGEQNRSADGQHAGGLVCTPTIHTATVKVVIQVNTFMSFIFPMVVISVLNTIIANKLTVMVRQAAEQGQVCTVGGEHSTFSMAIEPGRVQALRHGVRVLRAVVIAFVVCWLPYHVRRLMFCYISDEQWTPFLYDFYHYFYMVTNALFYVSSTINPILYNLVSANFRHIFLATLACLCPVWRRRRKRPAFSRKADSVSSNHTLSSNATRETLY
NTR1 ag cell count 20 µM: also measured in NTR1 ag; calls as there; cell count; measured here: cell count, cytotoxicity flag
NS5 inhibitors pilot replicate: recorded beside NS5 inhibitors, whose call it bears; inhibition, %; measured here: pilot screen replicate inhibition
* hit, by the source's call; i = inactive; . = no result given. Outcome played no part in choosing rows. About 1.7% of those tested had a hit in this group.

SMILES	NS5 inhibitors	GPR55 activation	GPR35 arrestin U2OS	AID2073	Yfh1-off respiration	GPR55 antagonists	MgcRacGAP inhibition	SV40 large T antigen	NTR1 ag	NTR1 ag cell count 20 µM	others
COc1cc2c(cc1OC)CN(CC(=O)Nc1ccc(F)cc1)C(C(=O)O)C2 (stereo unspecified)	-5.2%	0.0%	-4.8%	1.6%	.	-1.0%	6.1%	26.1%	0.6	51
CC1CCN(C(=O)c2ccc(-n3cnnn3)cc2)CC1	.	-0.1%	19.6%	7.7%	i	13.1%	1.4%	20.3%	2.5	47
COc1ccc(-n2nc(C(=O)NCC(=O)NCCc3ccc(OC)c(OC)c3)c3ccccc3c2=O)cc1Cl	5.3%	-0.2%	1.8%	8.6%	.	-4.2%	-4.7%	-7.3%	8.8	40
Cc1cc(N2C(=O)C3CC=CC(C)C3C2=O)no1 (stereo unspecified)	-5.2%	0.0%	14.3%	-1.0%	i	-2.1%	6.4%	2.8%	-0.6	79
CSc1nc(C)cc(Oc2ccc(OCCOc3ccccc3)nn2)n1	0.0%	-0.2%	2.3%	5.4%	i	-8.8%	5.7%	-0.4%	-1.2	88
COc1cccc(CNC(=O)CCC2CCCN(Cc3ccc4c(c3)CCO4)C2)c1 (stereo unspecified)	-5.5%	0.3%	-7.4%	-4.6%	i	-4.2%	6.5%	-2.2%	0.8	60
NS(=O)(=O)c1ccc(NC(=S)N2CCN(c3cccc(Cl)c3)CC2)cc1	-6.5%	-0.1%	12.8%	-15.2%	i	10.6%	7.2%	16.9%	-1.5	54
Cc1cc(C)nc(SCC(=O)Nc2cccc(S(=O)(=O)N(C)C)c2)n1	-3.0%	0.2%	-1.3%	-1.6%	i	-3.9%	13.6%	2.2%	1.7	53
Cc1ccc(CNS(=O)(=O)c2ccc3c(c2)NC(=O)C(C)S3)cc1 (stereo unspecified)	-0.5%	-0.1%	1.8%	-2.6%	.	2.3%	9.0%	4.4%	0.6	55
COc1ccc(/C=C2\CC/C(=C\c3ccc(OC)cc3OC)C2=O)c(OC)c1	-41.0%	-0.3%	-0.1%	44.7%	i	1.2%	2.5%	9.1%	-1.8	54
CCOC(=O)c1c(C)[nH]c(C(=O)COC(=O)COc2ccc(OC)cc2)c1C	-1.8%	-0.3%	16.5%	4.7%	i	10.6%	1.6%	1.1%	-0.1	84
Cc1ccc(C2=N/C(=C/N3CCOCC3)C(=O)O2)cc1	-12.8%	-0.2%	-3.6%	-3.9%	i	14.1%	-1.8%	0.0%	0.0	81
CC(C)(C)N/N=C/c1c(O)n(-c2ccc(Cl)cn2)c(=O)c2ccccc12	-6.4%	0.1%	-3.1%	4.9%	i	10.4%	-1.5%	12.6%	-0.9	83
CSc1ccc(/C=C(/Sc2nnc(-c3ccccc3)o2)C(=O)O)cc1	.	0.2%	-11.8%	0.2%	i	2.0%	.	3.3%	1.1	58
CCOC(=O)c1csc(NC(=O)c2ccc(S(=O)(=O)N(C)C)cc2)n1	0.7%	-0.2%	-2.2%	10.5%	i	6.4%	15.4%	5.9%	0.1	57
CCn1cc(C(=O)N(C)Cc2ccc(OC(F)F)cc2)c(=O)c2ccc(C)nc21	-5.5%	0.2%	-8.9%	-2.2%	.	4.3%	9.1%	8.0%	1.1	61
CCN(CC)CCN(C(=O)CCS(=O)(=O)c1ccccc1)c1nc2c(C)cc(C)cc2s1	-5.5%	0.4%	4.8%	6.1%	.	4.1%	6.5%	17.7%	2.0	65
CCOC(=O)CN(C(=O)COc1nc(C)cc(C)c1C#N)c1ccc(F)cc1	1.5%	-0.2%	-9.9%	-6.9%	i	-6.8%	10.7%	6.8%	0.4	55
COc1ccc(OC)c(NC(=O)NCCc2cccc(Cl)c2)c1	-1.5%	-0.2%	-2.3%	-0.6%	i	-15.1%	-7.9%	5.0%	-1.0	35
CCOc1ccc(C(=O)CCC(=O)NC(CC(C)C)C(=O)OC)cc1 (stereo unspecified)	-8.3%	-0.3%	-1.4%	-15.2%	i	15.8%	5.2%	13.1%	0.9	76
CN(CCCC(=O)N1CCCC(C(N)=O)C1)S(=O)(=O)c1ccc(F)cc1 (stereo unspecified)	-7.5%	0.0%	-10.3%	7.7%	.	-0.9%	1.4%	-7.8%	-0.9	42
COc1ccc(/C=N/N(c2ccccc2)c2ccccc2)cc1O	2.2%	0.2%	-3.5%	-1.7%	.	9.6%	10.2%	16.4%	5.0	70
Cc1nn(C)c(Oc2ccccc2)c1CCNS(=O)(=O)c1ccccc1	4.1%	-0.3%	-22.0%	-6.6%	i	3.5%	5.8%	-0.1%	-1.3	87
Cc1cccc(NC(=O)Nc2ccc(F)cc2)n1	-5.9%	-0.1%	-1.9%	5.6%	.	-10.7%	-6.3%	8.2%	2.8	48
CCOC(=O)C1CCN(CC(=O)Nc2c(C(=O)OC)[nH]c3ccccc23)CC1	.	-0.2%	3.8%	1.8%	i	14.7%	.	12.7%	2.8	91

Reprinted from the part before: 2 compounds, then new ones.
SMILES	NS5 inhibitors	GPR55 activation	GPR35 arrestin U2OS	AID2073	Yfh1-off respiration	GPR55 antagonists	MgcRacGAP inhibition	SV40 large T antigen	NTR1 ag	NTR1 ag cell count 20 µM	others
Cc1cccc(NC(=O)Nc2ccc(F)cc2)n1	-5.9%	-0.1%	-1.9%	5.6%	.	-10.7%	-6.3%	8.2%	2.8	48
CCOC(=O)C1CCN(CC(=O)Nc2c(C(=O)OC)[nH]c3ccccc23)CC1	.	-0.2%	3.8%	1.8%	i	14.7%	.	12.7%	2.8	91
COc1ccc(OC)c(-c2cc(C3CCN(c4ncccc4[N+](=O)[O-])CC3)[nH]n2)c1	-2.3%	-0.1%	10.7%	-9.2%	i	-8.3%	4.1%	4.8%	11.9	60
COc1cc(C(=O)OCC(=O)Nc2ccc(C)cc2)cc(OC)c1OC	0.7%	-0.1%	13.3%	0.3%	.	-7.5%	12.7%	5.1%	-1.7	93
COc1ccc(Cl)cc1NC(=O)C[n+]1ccccc1	-5.9%	-0.1%	-2.7%	-2.9%	.	-5.2%	13.4%	2.9%	0.0	68	NS5 inhibitors pilot replicate=-1.2
Nc1c(Cl)ncnc1N/N=C/c1cccc(O)c1	-3.2%	0.8%	-6.0%	-5.2%	i	-3.8%	-2.6%	28.2%	-0.2	59
COC(=O)c1cccc(NC(=S)Nc2cccc(Cl)c2Cl)c1	-1.1%	-0.1%	-15.5%	-0.3%	i	8.1%	8.1%	3.9%	1.5	75
CN(CC(=O)Oc1ccc(-c2nnco2)cc1)S(=O)(=O)c1ccc(F)cc1	5.0%	.	.	.	.	.	4.2%	23.3%	0.1	64
CCOC(=O)COn1c(=O)c(-c2ccc(F)cc2)[n+]([O-])c2ccccc21	-1.3%	-0.1%	-16.9%	5.5%	.	6.5%	4.6%	4.0%	2.4	92
O=C(Nc1cccnc1)c1cc(-c2ccc(Br)cc2)nc2ccccc12	1.6%	0.0%	8.2%	-2.5%	.	5.6%	8.0%	3.3%	6.9	42
COc1cc(OC)c2c(c1)C(=O)OC2OC (stereo unspecified)	-3.1%	-0.3%	13.7%	2.9%	i	0.5%	3.1%	3.0%	-0.3	56
CCCS(=O)(=O)N1CCC(C(=O)NCCCOCC)CC1	-5.5%	-0.1%	3.9%	-3.3%	i	1.6%	7.0%	-7.1%	-1.1	45
Cc1ccc(Cn2nc(C)cc2C(=O)Nc2ccccc2Cl)cc1	-1.3%	0.0%	15.4%	1.5%	.	0.5%	7.2%	2.8%	0.0	104
O=C(O)CCCNS(=O)(=O)c1ccccc1	-0.8%	0.0%	-6.3%	-0.5%	i	2.4%	10.3%	4.4%	-6.4	81
CCOc1ccc(C(=O)Nc2ccc3[nH]ncc3c2)cc1	-2.0%	-0.2%	-0.4%	18.0%	.	4.4%	5.8%	3.5%	0.0	60
NS(=O)(=O)c1ccc(N/C=C\C(=O)c2ccc(F)cc2)cc1	2.2%	0.7%	-5.9%	-4.0%	i	8.1%	7.8%	0.4%	1.5	59
COc1ccc(S(=O)(=O)Nc2c(F)cccc2F)cc1	3.0%	0.1%	0.1%	1.4%	i	4.8%	7.0%	-1.8%	-1.2	89
Clc1ccc(-n2cccc2CN2CCc3c([nH]c4ccccc34)C2c2ccccn2)nc1 (stereo unspecified)	-0.8%	-0.2%	14.0%	-9.4%	i	1.5%	7.6%	3.0%	5.6	41
CC(=O)NC(Cc1cc(C)ccc1C)C(=O)N1CCN(C(=O)c2ccc(Br)cc2)CC1 (stereo unspecified)	-8.9%	-0.1%	-5.2%	-4.2%	i	6.4%	11.4%	7.1%	-1.0	108
CCc1nnc(NS(=O)(=O)c2ccc(NS(=O)(=O)c3ccccc3[N+](=O)[O-])cc2)s1	12.1%	0.0%	-3.7%	-15.1%	.	1.3%	5.4%	-2.4%	1.5	96
O=C(OCc1nnc(-c2ccccc2)o1)c1cc(F)c(F)cc1Cl	-0.7%	0.9%	-1.7%	-4.3%	i	25.0%	13.5%	3.5%	-0.2	59
CCN(CC)S(=O)(=O)c1ccc(N2CCCC2)c(NC(=O)C2CSC3(C)CCC(=O)N23)c1 (stereo unspecified)	-1.5%	.	.	.	.	.	3.8%	16.0%	0.2	71
COC(=O)[C@@]1(Cc2ccc(OC)cc2)[C@H]2c3cc(C(=O)N4CCCC4)n(Cc4ccc(C)o4)c3C[C@H]2CN1C(=O)c1ccccc1	.	0.2%	-16.1%	23.5%	i	2.6%	.	0.2%	.	.
CC(C)CC(=O)N[C@H](C(=O)N[C@H](C(=O)N[C@@H](CC(C)C)[C@@H](O)CC(=O)N[C@@H](C)C(=O)N[C@@H](CC(C)C)[C@@H](O)CC(=O)O)C(C)C)C(C)C	-1.5%	0.2%	-0.3%	6.0%	i	-1.4%	4.4%	10.6%	-0.6	68
Cc1nnc(NC(=O)c2ccc(S(=O)(=O)N(C)Cc3ccccc3)cc2)o1	-5.6%	-0.1%	11.8%	1.2%	i	2.4%	10.2%	-4.1%	-3.5	77
COc1ccc(C(=O)Nc2ccccc2N2CCCCC2)cc1[N+](=O)[O-]	3.6%	0.2%	-18.4%	7.2%	i	19.0%	2.2%	1.4%	8.0	92
Cc1ccc(S(=O)(=O)NCc2ccncc2)cc1C(=O)NCC(C)C	-2.6%	-0.1%	11.6%	-9.2%	.	-10.5%	7.9%	-2.6%	2.7	66
O=S(=O)(c1ccc(N=C2NN=C(c3cc(F)ccc3F)CS2)cc1)N1CCOCC1	.	-0.3%	-3.0%	15.6%	i	-11.9%	.	24.1%	-0.1	92
CCn1cc(/C=C(\NC(=O)c2ccc(OC)c(OC)c2)C(=O)N2CCOCC2)c2ccccc21	-3.5%	0.7%	-7.9%	-4.9%	.	-2.5%	14.0%	15.1%	-0.3	58
